Screening data (PubChem)
ZTA DNA inh = ZTA (EBV) inhibition in EBNA-1 counter-screen; P03206; ZTA-DNA binding, fluorescence polarization; inhibition, % at 11 µM; hit rate 0.15% among 320,000; in the data active = inhibition above about 33%
proCasp3 act = activates human procaspase-3; P42574; recombinant procaspase-3 D3A, Ac-DEVD-pNA absorbance 405 nm; AID 463141; activation, % at 8.5 µM; hit rate 0.11% among 330,000;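 active = activation above the mean of all tested compounds plus 3 SD, cut at about 21% in these data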;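 also: 0% = DMSO alone and 100% = DMSO wells spiked with extra 5 µM PC-3 D3A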
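Assay system – Procaspase-3 D3A mutant, all three cleavage aspartates alanine · Controls – DMSO-only low control, 5 µM PC-3 D3A high control · Schedule – 1 h compound preincubation, 2 h substrate hydrolysis at 25 °C · Signal – 405 nm absorbance of p-nitroaniline, reads at 0 and 120 min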
AHR activator = activates the human aryl hydrocarbon receptor; AHR-responsive luciferase reporter cells, luminescence; hit rate 2.5% among 320,000; activation, % at 5 µM; P35869; in the data active = activation above about 47%;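 also: 0% = vehicle wells and 100% = reference agonist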
LAP4 TOR yeast = yeast TOR pathway LAP4-GFP modulation; S. cerevisiae LAP4-GFP multiplex, flow cytometry GFP, 3 h; median GFP as percent of DMSO wells; GFP response vs DMSO, % at 10 µM; hit rate 0.34% among 320,000; AID 2023;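 active = GFP response vs DMSO above a set limit, about the screen mean plus 3 SD, cut at about 150% in these data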
proCasp7 act = activates human procaspase-7, counter-screen for procaspase-3 activators | P55210 | hit rate 0.093% among 330,000 | recombinant procaspase-7, Ac-DEVD-pNA absorbance 405 nm; D23A/D198A/D206A triple mutant, cannot self-cleave; scale: DMSO 0, 5 µM enzyme 100 | AID 463210 | activation, % at 8.5 µM;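 active = percent activation above the screen-wide mean plus 3 SD, cut at about 25% in these data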
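Replicates: singlicate. Assay system: Procaspase-7 triple mutant (PC-7 D3A). Signal: 405 nm absorbance of p-nitroaniline. Times: 1 h preincubation, 2 h reaction. Buffer or medium: Zinc-free HEPES pH 7.4 with 300 mM NaCl, 0.01% Triton X-100. Also added: DEVD-pNA substrate. Benchmarks: DMSO wells as 0%, DMSO with 5 µM added PC-7 as 100%.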
RPL19A-GFP yeast = modulators of TOR pathway RPL19A-GFP in S. cerevisiae; S. cerevisiae RPL19A-GFP strain, flow cytometry, 3 h; stronger effect = lower value; AID 2025; hit rate 0.3% among 330,000; percent response vs DMSO, % at 10 µM;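 active = percent response vs DMSO below 50%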;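 also: median channel GFP fluorescence of the barcoded RPL19A-GFP strain; ratio of sample median GFP to plate DMSO average so 100% = DMSO; lower means less RPL19A-GFP as with rapamycin TOR inhibition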
EBNA-1 inh = blocks EBNA-1 binding to DNA | inhibition, % at 14.8 µM | hit rate 0.34% among 300,000 | EBNA-1 DNA binding, fluorescence polarization; in the data active = inhibition above about 28%
MEP2 TOR yeast = alters MEP2-GFP fluorescence in TOR pathway yeast screen; S. cerevisiae MEP2-GFP strain, flow cytometry GFP, 3 h; 100% = DMSO control level; GFP response vs DMSO, % at 10 µM; hit rate 0.51% among 330,000;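 active = GFP response versus DMSO above a set limit, roughly screen mean plus 3 SD, cut at about 180% in these data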;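 also: median GFP fluorescence of the barcode-gated MEP2-GFP cells per well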
* marks the source's active call; other numbers are inactive results; x = not tested or not shown.

Start of the listing, in advance, 2 compounds:
Short forms: A = ZTA DNA inh; B = proCasp3 act; C = AHR activator; D = LAP4 TOR yeast; E = proCasp7 act; F = RPL19A-GFP yeast; G = EBNA-1 inh; H = MEP2 TOR yeast
#1 CCCCn1c(N)c(N(CC)C(=O)C2CCCC2)c(=O)[nH]c1=O
  A: -8.9 | B: 0.6 | C: 0.3 | D: 105.3 | E: 12.1 | F: 96.8 | G: x | H: 98.2
#2 CC(C)=CCC/C(C)=C/CC/C(C)=C/COc1ccc2ccc(=O)oc2c1
  A: x | B: 7.7 | C: -1.2 | D: 106.5 | E: 20.7 | F: 108.4 | G: x | H: 105.8

Main list, repeating the preview:
Short forms: A = ZTA DNA inh; B = proCasp3 act; C = AHR activator; D = LAP4 TOR yeast; E = proCasp7 act; F = RPL19A-GFP yeast; G = EBNA-1 inh; H = MEP2 TOR yeast
#1 CCCCn1c(N)c(N(CC)C(=O)C2CCCC2)c(=O)[nH]c1=O
  A: -8.9 | B: 0.6 | C: 0.3 | D: 105.3 | E: 12.1 | F: 96.8 | G: x | H: 98.2
#2 CC(C)=CCC/C(C)=C/CC/C(C)=C/COc1ccc2ccc(=O)oc2c1
  A: x | B: 7.7 | C: -1.2 | D: 106.5 | E: 20.7 | F: 108.4 | G: x | H: 105.8
#3 Cc1ccc(C(=O)N2CCCC(c3nc4c(nnn4Cc4ccccc4)c(=O)[nH]3)C2)cc1 (stereo unspecified)
  A: 13.4 | B: 8.1 | C: -0.9 | D: 108.4 | E: 2.0 | F: 101.8 | G: 2.7 | H: 105.6
#4 Clc1cccc(-c2nc(-c3ccc(-c4nn[nH]n4)cc3)no2)c1
  A: 2.0 | B: -0.7 | C: -4.5 | D: 98.4 | E: 0.9 | F: 94.1 | G: x | H: 93.6
#5 O=C(COc1ccc(Br)cc1)N1CCC(c2ccccc2)C1 (stereo unspecified)
  A: -0.3 | B: -2.1 | C: 11.6 | D: 100.4 | E: -8.4 | F: 96.9 | G: -7.2 | H: 97.8
#6 O=[N+]([O-])c1cc(C(F)(F)F)ccc1Oc1cccnc1[N+](=O)[O-]
  A: 10.8 | B: 2.7 | C: -1.6 | D: 100.7 | E: 2.5 | F: 108.9 | G: 13.0 | H: 111.0
#7 COc1ccc(CN2CCn3ncc(C(=O)Nc4cccc(C)c4)c3C2=O)cc1
  A: 13.2 | B: 8.2 | C: 18.5 | D: 87.2 | E: 1.9 | F: 97.0 | G: 12.6 | H: 94.1
#8 COc1cccc2c(=O)cc(C)n(CC(=O)Nc3ccc(Br)cc3)c12
  A: 2.0 | B: 3.9 | C: 0.5 | D: 108.5 | E: 10.6 | F: 102.1 | G: 3.6 | H: 102.7
#9 COc1cccc(NC(=O)CCC2CCN(C(=O)c3ccc(C(C)=O)s3)CC2)c1
  A: -3.3 | B: -0.7 | C: -3.4 | D: 104.2 | E: 2.1 | F: 96.4 | G: 2.3 | H: 106.3
#10 O=C1Cc2ccccc2N1c1c(Cl)cccc1Cl
  A: -4.6 | B: -6.3 | C: -0.3 | D: 97.9 | E: 2.1 | F: 85.3 | G: 6.2 | H: 94.3
#11 CCOC(=O)c1c(C)[nH]c(C(=O)COC(=O)c2cnccn2)c1C
  A: 12.2 | B: 4.2 | C: 2.8 | D: 109.1 | E: 6.5 | F: 96.4 | G: x | H: 97.1
#12 Cn1c(=O)c(=O)n(C)c2cc(S(=O)(=O)N3CCCC3C(=O)Nc3ccccc3F)ccc21 (stereo unspecified)
  A: 22.7 | B: 9.5 | C: 0.3 | D: 103.9 | E: -2.9 | F: 100.9 | G: 0.5 | H: 106.4
#13 COc1ccc(NC(=O)c2ccco2)c(NC(=O)Cc2cccs2)c1
  A: 19.3 | B: 10.5 | C: -0.5 | D: 94.0 | E: -1.0 | F: 89.2 | G: 4.5 | H: 92.8
#14 COC(=O)C1=C(C(=O)OC)C(c2cc(Cl)ccc2O)c2sc(=O)[nH]c2S1 (stereo unspecified)
  A: -5.1 | B: 4.8 | C: -1.3 | D: 101.3 | E: -4.5 | F: 101.6 | G: 1.2 | H: 106.0
#15 CNCCCOc1ccc(C)cc1Br
  A: 19.1 | B: -2.8 | C: 1.4 | D: 114.5 | E: 11.0 | F: 109.4 | G: 6.2 | H: 102.0
#16 Cc1cc(C)c(NC(=O)/C=C\C(=O)O)c(Cl)c1
  A: 5.9 | B: -4.5 | C: 2.8 | D: 108.7 | E: -15.5 | F: 105.3 | G: -1.0 | H: 100.1
#17 CCN(C(=O)COC(=O)/C=C/c1cccc([N+](=O)[O-])c1)c1ccccc1
  A: 8.8 | B: 3.3 | C: -0.6 | D: 89.2 | E: 8.8 | F: 101.1 | G: 1.8 | H: 96.3
#18 Cc1cc(C)cc(N(C(=O)c2sc(C)nc2C)C(C(=O)NC(C)(C)C)c2ccncc2)c1 (stereo unspecified)
  A: -3.0 | B: 11.0 | C: -0.9 | D: 94.1 | E: 8.9 | F: 98.2 | G: -5.1 | H: 85.6
#19 Cc1ccccc1C(O)c1ccncc1 (stereo unspecified)
  A: 9.6 | B: 4.0 | C: -0.5 | D: 102.9 | E: -1.1 | F: 100.2 | G: 10.8 | H: 104.0
#20 CCSc1ccc2nnc(-c3cccs3)n2n1
  A: 9.7 | B: -2.6 | C: 2.5 | D: 109.3 | E: 4.7 | F: 94.4 | G: -1.8 | H: 93.8
#21 Cc1ccc(S(=O)(=O)N2CCN(S(=O)(=O)N3CCCCCC3)CC2)cc1
  A: 4.6 | B: -4.6 | C: 0.4 | D: 89.1 | E: 6.3 | F: 91.6 | G: 3.2 | H: 98.1
#22 Cn1c(N2CCOCC2)nc(-c2ccccc2)c1-c1ccccc1
  A: 3.0 | B: -7.4 | C: 0.6 | D: 98.6 | E: -12.3 | F: 104.0 | G: -12.4 | H: 104.1
#23 CC(=O)Nc1ccc(SCCCC(=O)c2ccccc2)cc1
  A: -1.3 | B: 0.4 | C: 3.0 | D: 102.0 | E: -8.3 | F: 92.8 | G: 7.7 | H: 98.9
#24 Cc1ccc(CNC(=O)COC(=O)CCCOc2ccc(Cl)cc2Cl)cc1
  A: -7.6 | B: 9.8 | C: 0.5 | D: 100.7 | E: 12.2 | F: 105.1 | G: 15.6 | H: 102.9
#25 Cc1ccccc1-n1c(=O)cc(N2CCC3(CC2)OCCO3)[nH]c1=O
  A: 9.1 | B: -5.3 | C: -0.8 | D: 97.2 | E: 2.6 | F: 99.8 | G: -0.8 | H: 101.6

Limited to RPL19A-GFP yeast (four entries from above):
| # | compound | RPL19A-GFP yeast |
| --- | --- | --- |
| 16 | Cc1cc(C)c(NC(=O)/C=C\C(=O)O)c(Cl)c1 | 105.3 |
| 11 | CCOC(=O)c1c(C)[nH]c(C(=O)COC(=O)c2cnccn2)c1C | 96.4 |
| 17 | CCN(C(=O)COC(=O)/C=C/c1cccc([N+](=O)[O-])c1)c1ccccc1 | 101.1 |
| 6 | O=[N+]([O-])c1cc(C(F)(F)F)ccc1Oc1cccnc1[N+](=O)[O-] | 108.9 |

(more compounds)
Short forms: A = ZTA DNA inh; B = proCasp3 act; C = AHR activator; D = LAP4 TOR yeast; E = proCasp7 act; F = RPL19A-GFP yeast; G = EBNA-1 inh; H = MEP2 TOR yeast
#26 C[C@H](NC(=O)[C@H]1N2C(=O)c3ccccc3C2SC1(C)C)C(=O)N1CCN(C)CC1 (stereo partly specified)
  A: -17.8 | B: 4.7 | C: 1.2 | D: 92.3 | E: 9.5 | F: 98.4 | G: 5.9 | H: 91.0
#27 COc1cccc(N2CCN(CC(=O)NCc3ccccc3)CC2)c1
  A: -3.4 | B: 3.3 | C: 1.3 | D: 79.8 | E: 1.0 | F: 94.6 | G: -5.6 | H: 86.1
#28 O=C(Nc1cccc(S(=O)(=O)C(F)F)c1)c1ccc(Cl)c(S(=O)(=O)N2CCOCC2)c1
  A: -5.1 | B: -6.6 | C: 26.0 | D: 90.2 | E: -0.8 | F: 96.1 | G: 2.5 | H: 99.5
#29 COc1ccc(N(CCC#N)C(=O)/C(C#N)=C/c2cccs2)cc1
  A: -5.4 | B: 0.3 | C: -0.2 | D: 104.6 | E: -2.9 | F: 94.8 | G: -12.6 | H: 94.8
#30 COc1ccc(/C=N/OCC(=O)Nc2ccc3c(c2)OCO3)c(OC)c1
  A: -0.4 | B: -0.8 | C: 6.8 | D: 111.3 | E: -3.3 | F: 96.8 | G: 7.5 | H: 96.2
#31 COc1cc(NC(=O)c2cccs2)cc(OC)c1
  A: -24.2 | B: -1.9 | C: 15.9 | D: 99.7 | E: 5.9 | F: 101.6 | G: 8.8 | H: 101.3
